PNC inhibitor: perinucleolar compartment assembly inhibition; PC3M PTB-GFP, PNC prevalence imaging, 16 h; stronger effect = lower value; activity change (PNC), negative = inhibition, % at 10 µM; 140,000 compounds, 3.1% hits; AID 2417;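 active means readout at or below -70, meaning at least 70% loss of cells showing the perinucleolar compartment, a nuclear body marking cancer cells; inconclusive means readout between -30 and a set limit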;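 further: plate controls were DMSO wells for no effect and camptothecin positive control wells for full effect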
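Read-out is percentage of cells bearing a perinucleolar compartment, from automated 20x imaging of fixed, Hoechst-stained PC3M PTB-GFP cells. Cells were seeded 4 h, then exposed 16 h to compound (23 nl of library stock) in duplicate plates.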
12-hLO inh: 12-hLO (ALOX12) enzyme inhibition. P18054. purified 12-hLO, xylenol orange hydroperoxide absorbance. Potency, µM (top dose mostly 57.1 µM), for the others: at the top dose activity change, negative = inhibition, actives largely listed as inhibitors. 150,000 compounds, 0.12% hits; further: potency means the concentration at half of the fitted maximal effect; nearly all actives have a fitted effect of over 55% in size; many of its hits are not listed in these tables
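Xylenol orange chromogenic assay: hydroperoxide from 12hLO oxidises Fe(II), giving red-shifted Fe(III)-XO absorbance. Conditions: 150 nM enzyme, 40 uM arachidonic acid, 25 mM Hepes pH 7.0, 0.01% Triton X-100, 30 min, room temperature.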
IMPase inh: membrane-permeable compound that blocks inositol monophosphatase. 120,000 tested, under 10 active. CHO-M1 cells, IP1 accumulation, HTRF TR-FRET ratio. P97697. inhibition (IP1 accumulation), % at 46.1 µM. AID 901; active means well fitted curve in the direction sought with a large enough effect in the signal ratio, not every such curve was filed as active; inconclusive means small, poorly fitted or top-dose-only effect, or a change in a side signal; inactive means no such curve, though single readings can be large or run the other way; the % refers to the signal ratio;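 further: cells stimulated with carbachol in lithium chloride buffer; plate controls were DMSO basal wells for no effect and reference inhibitor wells for full effect; higher means more IMPase inhibition seen as more IP1 and lower FRET ratio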
Target sequence (P97697 whole entry, looked up): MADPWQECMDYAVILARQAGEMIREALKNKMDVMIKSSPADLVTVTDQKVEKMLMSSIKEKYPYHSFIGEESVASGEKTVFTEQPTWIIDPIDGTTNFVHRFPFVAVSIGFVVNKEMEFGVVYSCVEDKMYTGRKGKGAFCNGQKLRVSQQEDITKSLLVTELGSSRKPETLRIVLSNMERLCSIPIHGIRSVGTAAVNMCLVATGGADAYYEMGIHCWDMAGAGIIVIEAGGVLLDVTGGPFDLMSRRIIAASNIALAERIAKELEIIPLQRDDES
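CHO-M1, 2000 cells/well, cultured 16–30 h; cpd up to 46 uM; carbachol (50 uM solution, stimulation buffer w/ 50 mM LiCl, pH 7.4), 30 min 37C; IP-One TR-FRET, 10 min RT; Ex 320/Em 665, 620; Hill-fit AC50.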
ALOX15B inhib: 15-hLO-2 (ALOX15B) enzyme inhibition. 110,000 compounds, 0.56% hits. Potency, µM (highest dose often 57.1 µM), for inactives: at the highest dose activity change, negative = inhibition, most hits filed as inhibitors. purified 15hLO-2, xylenol orange hydroperoxide absorbance; further: potency means the concentration at half of the fitted maximal effect; nearly all actives have a fitted effect of over 60% in size; many of its hits are not listed in these tables
Target sequence (O15296 whole entry, looked up): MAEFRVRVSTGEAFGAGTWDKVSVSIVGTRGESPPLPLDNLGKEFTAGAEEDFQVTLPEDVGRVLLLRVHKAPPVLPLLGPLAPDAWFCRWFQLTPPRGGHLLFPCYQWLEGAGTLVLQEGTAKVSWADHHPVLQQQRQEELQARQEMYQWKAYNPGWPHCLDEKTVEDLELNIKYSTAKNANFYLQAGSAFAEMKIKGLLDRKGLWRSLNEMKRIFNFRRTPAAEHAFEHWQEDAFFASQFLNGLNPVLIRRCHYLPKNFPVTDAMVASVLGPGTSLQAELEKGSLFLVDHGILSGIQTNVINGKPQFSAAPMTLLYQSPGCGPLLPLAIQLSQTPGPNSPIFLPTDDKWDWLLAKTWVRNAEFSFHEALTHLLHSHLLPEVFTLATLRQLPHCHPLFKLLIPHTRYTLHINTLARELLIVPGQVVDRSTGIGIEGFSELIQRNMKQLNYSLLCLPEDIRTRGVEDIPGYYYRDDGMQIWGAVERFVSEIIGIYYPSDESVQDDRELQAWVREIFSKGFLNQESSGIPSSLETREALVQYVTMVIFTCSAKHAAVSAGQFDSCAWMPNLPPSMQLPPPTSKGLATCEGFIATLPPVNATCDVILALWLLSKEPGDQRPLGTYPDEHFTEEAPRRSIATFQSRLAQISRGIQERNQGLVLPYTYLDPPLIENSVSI
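Screening format was qHTS against 50 nM purified 15hLO-2 in Hepes pH 7.5 with detergent. Activity follows hydroperoxide formation from 45 uM arachidonic acid, measured as 573:405 nm absorbance ratio of the ferric-xylenol orange complex.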
* marks the source's active call; other numbers are inactive results; ? = inconclusive; . = no result given; [ ] = remark or other dose. Unless noted, the call rests on the fitted dose curve; in most records, active means well fitted curve in the direction sought with a large enough effect; inconclusive means small, poorly fitted or top-dose-only effect, or another doubt; inactive means no such curve, though single readings can be large; an effect the other way counts as inactive or inconclusive. Unless noted, on the % scale 0 is the no-effect control and ±100 the full control effect.

Sequence of screens: PNC inhibitor	12-hLO inh	IMPase inh	ALOX15B inhib
O/N=C/c1c[nH]c2ccccc12
→ ?	-5%	-2	-1%
CCCC1C(C#N)=C(N)Oc2c1c(=O)oc1ccccc21 (stereo not drawn)
→ -98*	-1%	0	.
Cc1ccc(CS(=O)(=O)Cc2ccc(C(=O)N3CCC4(CC3)OCCO4)o2)cc1
→ 48	-4%	3	-4%
O=C1CN=C(c2ccccc2F)c2cc(Cl)ccc2N1
→ 4	6%	.	.
c1ccc(N2CCCC3(CCNCC3)C2)cc1
→ .	2%	.	10%
CN(C)C1(c2nnnn2-c2ccc(Cl)cc2)CCCCC1
→ -7	-1%	7	1%
c1cncc(C2CC(c3cccs3)n3ncnc3N2)c1 (stereo not drawn)
→ 45	0%	-3	0%
CCCCCCCSc1cc(OC)c(CCNC)cc1OC
→ 30	2%	-2	53%[activator]
Nn1cnnc1
→ .	-3%	.	-5%
O=C(O)[C@H]1C2c3ccccc3C(c3ccccc32)[C@@H]1C(=O)NCC1CC1
→ .	6%[11.4 µM]	.	-5%[11.4 µM]
CCCC1(CCC)C(=O)NC(=Nc2ccccc2)NC1=O
→ 23	3%	-2	-9%
O=C1NC(=O)C2(Cc3ccccc3N3CCCC32)C(=O)N1c1ccc(Cl)cc1 (stereo not drawn)
→ -5	?	-5	-21%
CN(C)c1ccc(C(=O)c2ccc(N(C)C)cc2)cc1
→ -29	-2%	-4	-2%
C[C@H]1C[C@@H](C)C(=O)[C@@H]([C@H](O)CC2CC(=O)NC(=O)C2)C1
→ .	0%[25.6 µM]	0[20.6 µM]	3%[25.6 µM]
CC(=O)OC1C(=O)[C@]2(C)C(O)CC3OC[C@]3(OC(C)=O)C2[C@@H](OC(=O)c2ccccc2)[C@]2(O)CC(O)C(C)=C1C2(C)C (stereo partly drawn)
→ .	-2%	.	-5%
CCC(C)C1(CC)C(=O)NC(=O)N=C1N (stereo not drawn)
→ 19	4%	13	.
Cc1ccc(C2=NC(C)(C)N3C2C3c2ccc([N+](=O)[O-])cc2)cc1 (stereo not drawn)
→ ?	2%	.	.
CC[N+](C)(CC)CCCOC(=O)C(O)(c1ccccc1)C1CCCCC1 (stereo not drawn)
→ -14	-5%	-2	.
CC[C@@]1(c2ccc(N)cc2)CCC(=O)NC1=O
→ .	-2%[25.6 µM]	-5[20.6 µM]	0%[25.6 µM]
N#C/C(=C\c1ccc(O)c(O)c1)C(N)=S
→ .	13µM*	?	25µM*

3 entries already listed, ordered by number of heavy atoms, rising.
Sequence of screens: PNC inhibitor	12-hLO inh	IMPase inh	ALOX15B inhib
CCC(C)C1(CC)C(=O)NC(=O)N=C1N (stereo not drawn)
→ 19	4%	13	.
CCCC1C(C#N)=C(N)Oc2c1c(=O)oc1ccccc21 (stereo not drawn)
→ -98*	-1%	0	.
O=C(O)[C@H]1C2c3ccccc3C(c3ccccc32)[C@@H]1C(=O)NCC1CC1
→ .	6%[11.4 µM]	.	-5%[11.4 µM]

Additional results.
Sequence of screens: PNC inhibitor	12-hLO inh	IMPase inh	ALOX15B inhib
CCC(C)N1CCN(C(=O)Cc2ccccc2)CC1 (stereo not drawn)
→ 15	8%	4	-14%
CCOC(=O)CN1C(=O)C2(C(C#N)=C(N)Oc3ccccc32)C(C(=O)OC)=C1C (stereo not drawn)
→ ?	-4%	5	13%
CC(=O)C1CCC2C3CCC4CC(O)CCC4(C)C3CC(O)C12C (stereo not drawn)
→ .	1%	.	2%
CCCCN1C(=O)NC(=O)C2(Cc3c(nc4c(C)cccn4c3=O)N3CCc4ccccc4C32)C1=O (stereo not drawn)
→ ?	-9%	5	1%[2.29 µM]
O=c1c2ccccc2nc(-c2ccccc2)n1-c1nccs1
→ -13	1%	.	.
COc1ccc(C(C)=O)cc1CC(C(=O)c1ccc(C)cc1)N(C)C (stereo not drawn)
→ 17	-1%	18	.
CCCCC/C=C\C/C=C\C/C=C\C/C=C\CCCCOC(CO)CO
→ .	-1%[0.00818 µM]	.	19%[0.0915 µM]
O=[N+]([O-])c1c(Cl)c(Cl)cc(Cl)c1Cl
→ .	5%	.	5%
O=C1/C(=C\c2cc3c(cc2Cl)OCO3)N2CCC1CC2
→ 20	15%	.	.
CCOc1cc(-c2nc3c(C)cccn3c2NCC2CCCO2)ccc1O (stereo not drawn)
→ 7	-5%	2	-17%
Cc1ccc(-c2nc3ccccc3c(=O)n2-c2cc(C)ccn2)cc1
→ 12	-10%	-23	2%
O=c1[nH]c(=O)n(CCC2=CCCCC2)c(O)c1/C=N/Nc1ccccc1
→ -27	-27%	-6	.
C[C@@]12CC[C@H](O)C[C@@H]1CC[C@H]1[C@H]2CC[C@@]2(C)[C@@H](C3=CC(=O)OC3)CC[C@]12O
→ .	-5%[25.6 µM]	-6[20.6 µM]	10%[25.6 µM]
Cn1c(N2CCNCC2)nc2ccccc21
→ 4	-7%	7	-3%
Nc1cccc2ccccc12
→ .	-6%	.	-30%
CCCCC(=O)C1C(=O)NC(=O)NC1=O
→ -8	-10%	5	-3%
CNC(C(=O)c1ccccc1)C(OC)c1ccc(C)cc1 (stereo not drawn)
→ 44	-3%	.	.
CC1CCN(c2nc(-c3ccc(F)cc3)cc(C(F)(F)F)n2)CC1
→ 1	-1%	6	33%[activator]
COCCNC(=O)c1c(NC(=O)c2ccc(Br)o2)n(Cc2ccccc2)c2nc3ccccc3nc12
→ ?	-3%	.	.
O=C1/C(=C/c2cc3c(cc2Cl)OCO3)N2CCC1CC2
→ -3	-4%	.	.
Cc1ccc(-n2c(-c3ccc([N+](=O)[O-])cc3)nc3ccccc3c2=O)cc1
→ -17	0%	9	.
CCCCC/C=C\C/C=C\C/C=C\C/C=C\CCCC(=O)OCCN
→ .	4%[0.00818 µM]	.	26%[0.0915 µM]
OC(c1ccccc1)(c1ccccc1)C1CCCN1 (stereo not drawn)
→ ?	-13%	1	-2%
CCCCCc1cc(O)cc(O)c1
→ .	1%	.	-7%
CCOC(=O)c1cn2nc(OP(=S)(OCC)OCC)cc2nc1C
→ 14	-1%	5	-3%
O=C(CN1CCCCC1)Nc1ccc(Br)cc1C(=O)c1ccccc1Cl
→ -28	-1%	5	17%
CC(=O)c1cccc(NC2=NCC(C)S2)c1 (stereo not drawn)
→ ?	-4%	1	1%
CCC(=NCC1CCCO1)c1c(O)n(-c2ccc(Cl)cc2)c(=O)[nH]c1=O (stereo not drawn)
→ 22	-12%	1	2%
O=C(C1CCCN(c2nnc(-n3cccc3)s2)C1)N1CCC2(CC1)OCCO2 (stereo not drawn)
→ 14	1%	1	-1%
O=S(=O)(c1ccccc1)N1CN2CCN(C2)C1
→ 10	4%	-2	4%
CCCCn1c(O)c(C(CC)=NCc2ccc(F)cc2)c(=O)[nH]c1=O
→ 62	-10%	10	-8%
Fc1ccc2c(c1)nnn2C1CCN(Cc2nnnn2C2CCCCC2)CC1
→ ?	-10%	0	5%
Cc1ccc(Cn2nnnc2CN2CCC(n3nnc4cc(C(F)(F)F)ccc43)CC2)cc1
→ 16	-20%	6	12%
COc1ccc(-c2oc3cc(OC)ccc3c(=O)c2O)cc1
→ .	-17%	?	?
CN1CCN(Cc2ccc(OC(F)(F)F)cc2)CC1
→ 4	-2%	4	6%
O=C(COC(=O)Cc1ccccc1)Nc1ncc(Cl)cc1Cl
→ 48	-1%	10	10%
O=P(Nc1ccccc1)(Nc1ccccc1)Oc1ccccc1
→ -4	-4%	.	.
CCOc1ccccc1-n1c(O)c(C=NCCCN(CC)CC)c(=O)[nH]c1=O
→ 45	-2%	2	0%
Cc1cccc(OCC(=O)N2CCN(Cc3ccncc3)CC2)c1
→ 19	-5%	-1	-14%
CNCC1(c2ccccc2)CCCC1
→ ?	-4%	-3	3%
CN(CCc1ccc(Cl)c(Cl)c1)[C@H]1CCCC[C@H]1N1CCCC1
→ .	3%	17	43%[activator]
Cc1ccc2c(c1)CC1(CN2C)C(=O)NC(=O)N(CCC2=CCCCC2)C1=O (stereo not drawn)
→ 36	-12%	13	5%
CCN(CC)P(=O)(Oc1cccc(C)c1)N(CC)CC
→ -7	-2%	8	-4%
COc1ccc2c(c1O)-c1c(OC)c(OC)cc3c1[C@H](C2)N(C)CC3
→ .	-1%	-4	3%
O=C(c1cccn2c(=O)c3cc(Br)ccc3nc12)N1CCC2(CC1)OCCO2
→ 38	11%	2	-6%
O=P(O)(O)/C=C(\Cl)c1ccccc1
→ 30	-2%	-6	-5%
O=C1OCCN1P(=O)(c1ccccc1)c1ccccc1
→ ?	-1%	-8	-11%
N=C(N)c1c(O)n(C2CCCCC2)c(=O)n(C2CCCCC2)c1=O
→ 26	-3%	-5	8%
Cn1cccc1/C=C1\C(=O)NC(=O)N(CCC2=CCCCC2)C1=O
→ ?	-8%	-10	.
CC(C)(OOC(C)(C)c1ccccc1)c1ccccc1
→ .	-3%	.	-12%
CCOC(=O)C(O)(c1ccc(N(CC)C(=O)COc2ccccc2)cc1)C(F)(F)F (stereo not drawn)
→ 12	0%	-3	.
c1ccc(CNC2=NCCS2)cc1
→ -24	5%	-12	6%

Among those listed so far, these have four or more nitrogen atoms:
Sequence of screens: PNC inhibitor	12-hLO inh	IMPase inh	ALOX15B inhib
CN(C)C1(c2nnnn2-c2ccc(Cl)cc2)CCCCC1
→ -7	-1%	7	1%
c1cncc(C2CC(c3cccs3)n3ncnc3N2)c1 (stereo not drawn)
→ 45	0%	-3	0%
Nn1cnnc1
→ .	-3%	.	-5%
CCCCN1C(=O)NC(=O)C2(Cc3c(nc4c(C)cccn4c3=O)N3CCc4ccccc4C32)C1=O (stereo not drawn)
→ ?	-9%	5	1%[2.29 µM]
O=c1[nH]c(=O)n(CCC2=CCCCC2)c(O)c1/C=N/Nc1ccccc1
→ -27	-27%	-6	.
Cn1c(N2CCNCC2)nc2ccccc21
→ 4	-7%	7	-3%
COCCNC(=O)c1c(NC(=O)c2ccc(Br)o2)n(Cc2ccccc2)c2nc3ccccc3nc12
→ ?	-3%	.	.
O=C(C1CCCN(c2nnc(-n3cccc3)s2)C1)N1CCC2(CC1)OCCO2 (stereo not drawn)
→ 14	1%	1	-1%
Fc1ccc2c(c1)nnn2C1CCN(Cc2nnnn2C2CCCCC2)CC1
→ ?	-10%	0	5%
Cc1ccc(Cn2nnnc2CN2CCC(n3nnc4cc(C(F)(F)F)ccc43)CC2)cc1
→ 16	-20%	6	12%
CCOc1ccccc1-n1c(O)c(C=NCCCN(CC)CC)c(=O)[nH]c1=O
→ 45	-2%	2	0%
N=C(N)c1c(O)n(C2CCCCC2)c(=O)n(C2CCCCC2)c1=O
→ 26	-3%	-5	8%

A portion of the library; rates above refer to the full screens.
